Assay outcomes deposited in PubChem by The Scripps Research Institute Molecular Screening Center.
FBW7 act: activators of human E3 ligase FBW7. Q969H0. AlphaScreen FBW7–phospho-cyclin E peptide binding, activator screen. normalized activity (activation), % at 26.1 µM. actives 0.13% (n = 650,000). AID 1259310; in the data active = normalized activity above about 1.9%;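 note: purified mutant Fbw7 with reduced substrate affinity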
Target sequence (Q969H0 whole entry, looked up): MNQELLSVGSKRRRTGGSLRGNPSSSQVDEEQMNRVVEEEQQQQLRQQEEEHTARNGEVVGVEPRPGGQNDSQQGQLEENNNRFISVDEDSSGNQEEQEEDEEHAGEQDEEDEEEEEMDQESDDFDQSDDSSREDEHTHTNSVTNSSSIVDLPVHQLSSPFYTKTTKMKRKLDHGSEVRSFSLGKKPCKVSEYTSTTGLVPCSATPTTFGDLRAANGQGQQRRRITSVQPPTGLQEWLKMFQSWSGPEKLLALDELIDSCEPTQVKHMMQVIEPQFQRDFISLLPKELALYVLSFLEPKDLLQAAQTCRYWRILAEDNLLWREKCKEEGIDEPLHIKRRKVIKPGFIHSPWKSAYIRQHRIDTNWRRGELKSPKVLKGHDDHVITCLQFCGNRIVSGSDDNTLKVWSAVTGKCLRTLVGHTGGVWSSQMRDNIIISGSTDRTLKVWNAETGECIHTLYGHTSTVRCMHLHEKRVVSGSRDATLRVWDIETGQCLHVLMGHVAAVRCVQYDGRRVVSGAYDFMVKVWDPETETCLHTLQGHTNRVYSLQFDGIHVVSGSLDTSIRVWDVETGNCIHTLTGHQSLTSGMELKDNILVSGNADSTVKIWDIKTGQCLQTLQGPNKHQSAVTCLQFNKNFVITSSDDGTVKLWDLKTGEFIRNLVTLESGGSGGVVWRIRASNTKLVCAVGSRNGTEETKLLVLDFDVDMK
TEAD-YAP block: TEAD-YAP interaction inhibition; HEK-TIYL cells, TEAD-Gal4/YAP UAS-luciferase luminescence; inhibition, % at 9.12 µM; actives 1.4% (n = 640,000); AID 1259422; in the data active = inhibition above about 32%;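 note: 0% = median of test compound wells and 100% = reference inhibitor wells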
GPR151 activ: human GPR151 activation | PathHunter beta-arrestin GPR151 cells, luminescence | activation, % at 11.2 µM | actives 1% (n = 650,000); in the data active = activation above about 4.9%;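 note: 0% = median of compound wells and 100% = cells with positive control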
MITF inh: inhibitors of human MITF | actives 0.91% (n = 650,000) | inhibition, % at 2.6 µM | AID 1259374 | O75030 | AlphaScreen MITF homodimerization, bead proximity signal; in the data active = inhibition above about 50%;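 note: 0% = vehicle wells with protein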
Active calls of the source: *; . = no result given.

Labels used below: A = FBW7 act; B = TEAD-YAP block; C = GPR151 activ; D = MITF inh
1. Cc1cc(C(C)(C)C)oc1C(=O)N1CCC2(CC1)NC(=O)c1ccccc1N2
  A: 0.0	B: 16	C: -0.9	D: 5
2. Oc1oc(-c2ccc(Cl)cc2)nc1C=Nc1cc(Cl)c(Cl)cc1Cl
  A: 0.0	B: 9	C: 1.5	D: 16
3. COc1cc2cc(C#N)c(SCC(=O)Nc3ccc(N(C)C)cc3)nc2cc1OC
  A: -0.1	B: 5	C: -0.4	D: 8
4. O=C(Nc1ccc(Br)cc1)C1C2C=CC3(O2)C1C(=O)N(Cc1ccccc1F)C3C(=O)NC1CCCCC1 (configuration not stated)
  A: 0.1	B: 14	C: 0.2	D: 6
5. C=CCOc1ccc(C(=O)Nc2ccc(C#N)cc2)cc1
  A: 0.1	B: -63	C: 1.0	D: 11
6. CC(=O)NNc1nc(C)cc(=O)[nH]1
  A: 0.0	B: 0	C: -1.5	D: 14
7. COc1ccc(C(CC(=O)NCc2ccccc2)NS(=O)(=O)c2ccc(F)cc2)cc1 (configuration not stated)
  A: 0.2	B: 1	C: 0.6	D: 6
8. O=C(COc1cccnc1[N+](=O)[O-])NCc1ccc2c(c1)OCO2
  A: 0.0	B: 5	C: 0.6	D: 2
9. CC(=O)NCCNC(=O)c1ccc2c(=O)n(Cc3ccc(Cl)cc3)c(=S)[nH]c2c1
  A: -0.1	B: -9	C: -1.1	D: 10
10. O=C(Nc1cccc(N2CCC(NC3CCOC3)CC2)c1)c1cccnc1 (configuration not stated)
  A: 0.1	B: -7	C: 2.0	D: -2
11. O=C(CCNC(=O)c1ccccc1)N/N=C/c1ccccc1F
  A: 0.0	B: -17	C: -1.1	D: 0
12. Cc1ccc(-c2[nH]c(=O)n3ccncc23)s1
  A: -0.1	B: 2	C: 0.3	D: 14
13. COc1ccc(-c2cc(-c3ccccc3)c(C#N)c(SC3CCCCC3=O)n2)cc1 (configuration not stated)
  A: 0.0	B: -11	C: -1.5	D: 4
14. COC1CCCN(C(=O)C2CCN(C3CCN(Cc4cccc(C)n4)CC3)CC2)C1 (configuration not stated)
  A: 0.3	B: 8	C: -3.0	D: 6
15. Cc1ccccc1NC(=O)Oc1ccc(C(C)(C)c2ccc(OC(=O)Nc3ccccc3C)cc2)cc1
  A: 0.0	B: 8	C: -1.2	D: 1

Labels used below: A = FBW7 act; B = TEAD-YAP block; C = GPR151 activ; D = MITF inh
16. COc1cccc(NC(=O)NCCCN2CCN(c3ccc(F)cc3)CC2)c1
  A: 0.0	B: 2	C: 3.0	D: 5
17. O=c1c2ccccc2nc(/C=C\c2ccc(F)c(F)c2)n1-c1ccc(Cl)cc1[N+](=O)[O-]
  A: 0.0	B: -6	C: 0.6	D: 2
18. COC(=O)c1ccc(NC(=O)C2CCCN(S(=O)(=O)c3ccc(OC)c(C)c3)C2)cc1 (configuration not stated)
  A: 0.7	B: -4	C: -0.2	D: 2
19. COc1cc([N+](=O)[O-])ccc1NC(=S)NC(=O)c1ccccc1
  A: -0.1	B: -14	C: -1.5	D: 0
20. COC(=O)C1CCCN1C(=O)c1ccc(F)cc1 (configuration not stated)
  A: 0.2	B: -2	C: 3.8	D: -8
21. c1ccc(N(c2ccccc2)c2nc(N3CCCC3)nc(-n3ccnc3)n2)cc1
  A: -0.2	B: -4	C: -0.7	D: 9
22. CCCCNC(=O)CNC(=S)N(Cc1ccc(C)cc1)C1CCCCC1
  A: 0.1	B: 0	C: 0.0	D: -1
23. CC(=O)N(CCN(C(C)=O)c1ccccc1Cl)c1ccccc1Cl
  A: -0.2	B: 2	C: 0.9	D: 10
24. Cc1cnc(C)c(-c2ccc3c(c2)CC(CNC(=O)C2(c4ccccc4)CC2)O3)n1 (configuration not stated)
  A: -0.3	B: -2	C: -1.1	D: 3
25. O=C1NC(=O)N(C2CCCCC2)C(=O)/C1=C/c1ccc(O)cc1
  A: -0.1	B: -5	C: -0.1	D: -8
26. CCN(CC)CCCNC(=O)CN1N=C(c2ccc(OC)cc2)CCC1=O
  A: 0.1	B: 6	C: 0.5	D: -5
27. CCCCC[C@@H](O)/C=C/[C@H]1[C@H](O)CC(=O)[C@@H]1CCCCCCC(=O)O
  A: .	B: .	C: 7.2*	D: 14
28. CCOc1ccc(S(=O)(=O)Nc2ccccc2CC)cc1
  A: 0.3	B: 16	C: 2.5	D: 11
29. Nc1cccc2c1C(=O)N(C(=O)CC1CCCCC1)C2=O
  A: 0.0	B: -2	C: 2.0	D: -7
30. COC(=O)C1=CN(C(C)C)C=C(C(=O)OC)C1c1cc2c(cc1Br)OCO2
  A: 0.8	B: 13	C: -2.2	D: -2

Results in GPR151 activ, for some of the entries so far:
| no. | canonical_smiles | GPR151 activ |
| --- | --- | --- |
| 26 | CCN(CC)CCCNC(=O)CN1N=C(c2ccc(OC)cc2)CCC1=O | 0.5 |
| 30 | COC(=O)C1=CN(C(C)C)C=C(C(=O)OC)C1c1cc2c(cc1Br)OCO2 | -2.2 |

Carrying on:
Labels used below: A = FBW7 act; B = TEAD-YAP block; C = GPR151 activ; D = MITF inh
31. CC(=O)Oc1ccccc1N1C(=O)c2ccc(C(=O)O)cc2C1=O
  A: 0.3	B: -5	C: 1.6	D: 1
32. CC(C)NC(=O)COc1ccc(/C=N/NC(=O)CCSc2ccccc2)cc1
  A: 0.0	B: 15	C: 1.1	D: 3
33. COCc1ccc(C(=O)NCc2nnc3n2CCN(Cc2cc(OC)ccc2F)CC3)o1
  A: -0.1	B: 7	C: 2.2	D: 10
34. COC(CNC(=O)CCc1cn(Cc2ccccc2)c2ccccc12)OC
  A: -0.1	B: -4	C: 0.9	D: 6
35. O=S(=O)(Nc1ccc(S(=O)(=O)N2CCCCCC2)cc1)c1cccc(F)c1
  A: 0.1	B: 8	C: -0.6	D: -14
36. COc1cc(Cl)c(C)cc1NC(=O)Cc1noc2ccccc12
  A: -0.1	B: -15	C: 2.8	D: 22
37. Cc1cc(C(=O)NCCN2CCN(Cc3ccccc3)CC2)n(-c2ccccc2)n1
  A: 0.0	B: 8	C: 0.0	D: 0
38. O=C(c1ccc(Br)o1)N1CCN(c2ncnc3c2nnn3-c2ccc(Cl)cc2)CC1
  A: 0.2	B: -1	C: -0.1	D: 2
39. O=S(=O)(c1ccccc1)N1CCN=C1SCc1ccccc1F
  A: 0.5	B: -14	C: 1.5	D: 15
40. COc1ccc(Cc2nnc(NC(=O)CS(=O)(=O)Cc3ccccc3)s2)cc1
  A: -0.2	B: 1	C: -0.1	D: -2
41. CC1=CC(c2ccccc2)n2nc(NC(=O)CCC(=O)O)nc2N1 (configuration not stated)
  A: -0.2	B: -8	C: -0.6	D: -6
42. COc1ccc(CCNc2oc(COc3ccc(F)cc3)nc2C#N)cc1
  A: 0.2	B: -9	C: -1.2	D: -1
43. Cc1cc(S(=O)(=O)N2CCOCC2)c(C)cc1Br
  A: 0.0	B: 6	C: 0.9	D: -1
44. COc1ccc(OC)c(NC(=O)Cn2c(C)ccc2C)c1
  A: 0.0	B: 1	C: 0.2	D: 4
45. O=C1NC2(CCN(C(=O)CCn3nnc4ccccc43)CC2)Nc2ccccc21
  A: 0.2	B: 1	C: -0.2	D: 17

A draw from above in order of molar mass, lowest first.
Labels used below: A = FBW7 act; B = TEAD-YAP block; C = GPR151 activ; D = MITF inh
20. COC(=O)C1CCCN1C(=O)c1ccc(F)cc1 (configuration not stated)
  A: 0.2	B: -2	C: 3.8	D: -8
19. COc1cc([N+](=O)[O-])ccc1NC(=S)NC(=O)c1ccccc1
  A: -0.1	B: -14	C: -1.5	D: 0
37. Cc1cc(C(=O)NCCN2CCN(Cc3ccccc3)CC2)n(-c2ccccc2)n1
  A: 0.0	B: 8	C: 0.0	D: 0
35. O=S(=O)(Nc1ccc(S(=O)(=O)N2CCCCCC2)cc1)c1cccc(F)c1
  A: 0.1	B: 8	C: -0.6	D: -14
40. COc1ccc(Cc2nnc(NC(=O)CS(=O)(=O)Cc3ccccc3)s2)cc1
  A: -0.2	B: 1	C: -0.1	D: -2

The listing continues:
Labels used below: A = FBW7 act; B = TEAD-YAP block; C = GPR151 activ; D = MITF inh
46. Nc1ccccc1C(=O)OCC(=O)c1ccc(Cl)cc1
  A: 0.1	B: -28	C: -0.2	D: 1
47. COc1cc(Cl)c(C)cc1NC(=O)Cc1ccccc1
  A: 0.3	B: -7	C: -1.4	D: 18
48. CNCCOc1ccc(-c2ccccc2)cc1
  A: 0.2	B: 1	C: -1.0	D: 29
49. CN(C)S(=O)(=O)c1cccc(C(=O)OCC(=O)Nc2ccccc2C#N)c1
  A: 0.1	B: 9	C: 1.3	D: 9
50. N#CC1=C(N)Oc2cc(O)c(Cl)cc2C1c1cccs1 (configuration not stated)
  A: -0.2	B: 4	C: -0.8	D: 0
51. CCOc1ccc(C(=O)NC(C)C2COc3ccccc3O2)cc1 (configuration not stated)
  A: 0.0	B: -22	C: 0.5	D: 6
52. Cc1cccc2sc(N(CCCN(C)C)C(=O)C3CCCN3S(=O)(=O)c3cccs3)nc12 (configuration not stated)
  A: -0.2	B: -2	C: 4.0	D: -2
53. CCCc1ccc(C#N)c(SCC(=O)Nc2ccc(S(N)(=O)=O)cc2)n1
  A: -0.1	B: -11	C: 1.1	D: -6
54. Cc1sc(NN=C2CCCC2)nc1-c1ccccc1
  A: -0.2	B: -3	C: -0.1	D: 3
55. Cc1ccc(C)c(NS(=O)(=O)c2ccc3c(c2)CCN3C(=O)C2CC2)c1
  A: 0.1	B: 10	C: -0.4	D: -1
56. NS(=O)(=O)c1ccc(S(=O)(=O)N2CCCC(c3ccccc3)C2)cc1 (configuration not stated)
  A: 0.5	B: 5	C: 0.7	D: 2
57. COc1ccc(N2CCN(C(=O)c3cccc([N+](=O)[O-])c3)CC2)cc1
  A: 0.2	B: -4	C: -0.9	D: 6
58. CCc1ccccc1Nc1coc2ccc3c(C)cc(=O)oc3c12
  A: -0.2	B: 5	C: 0.7	D: -9
59. Cc1ccc(C2=NN(C(=O)OC(C)(C)C)C(O)(C(F)(F)F)C2)cc1 (configuration not stated)
  A: 0.0	B: -40	C: 3.3	D: 7
60. CC1CCCN(C(=O)COc2ccc(Cl)cc2Cl)C1 (configuration not stated)
  A: 0.1	B: -34	C: 0.6	D: 18

Taken from above:
compound 57 in FBW7 act → 0.2
compound 59 in TEAD-YAP block → -40

New compounds follow.
Labels used below: A = FBW7 act; B = TEAD-YAP block; C = GPR151 activ; D = MITF inh
61. O=C(CSc1ncnc2c1nnn2Cc1ccccc1F)NCc1ccco1
  A: 0.1	B: 10	C: -0.4	D: 18
62. CCc1ccc(/C=C2\SC(=S)N(CC(=O)N3CCN(C)CC3)C2=O)cc1
  A: 0.0	B: 12	C: -0.8	D: -2
63. COc1cc(/C=C2\C(=O)NC(=O)N(c3cc(C(F)(F)F)ccc3Cl)C2=O)ccc1O
  A: 0.1	B: -2	C: -0.6	D: -3
64. N#CCCn1cc(C(=O)N2CCCCC2)c(-c2ccc([N+](=O)[O-])cc2)n1
  A: 0.0	B: 6	C: 0.3	D: 3
65. O=C(CN1C(=O)C(=O)c2ccccc21)NCCOc1ccccc1
  A: 0.0	B: 17	C: 1.5	D: 0
66. O=C(C1CC(Cc2ccccc2)=NO1)N1CCCC(c2ccccc2)C1 (configuration not stated)
  A: -0.1	B: -34	C: 0.6	D: 5
67. CC[C@@H]1NC(=O)[C@H]2CN(C(=O)NC3CCCCC3)CCN2C1=O
  A: 0.0	B: 4	C: -0.7	D: 83*
68. CC1CCc2c(sc3ncn4c(=O)n(CC(=O)N5CCCCC5C)nc4c23)C1 (configuration not stated)
  A: -0.1	B: -3	C: 0.0	D: -3
69. O=C(CNC(=O)c1ccc(Cl)cc1)N/N=C/c1ccccc1[N+](=O)[O-]
  A: -0.1	B: 1	C: -0.8	D: -4
70. Cc1c(C(=O)Nc2ccc(S(N)(=O)=O)cc2)sc2nc3n(c(=O)c12)CCCC3
  A: 0.0	B: -1	C: -2.3	D: -9
71. Cc1nc2nc(SCc3cc(=O)n4cc(Br)ccc4n3)nn2c(C)c1Cc1cccc(Cl)c1
  A: 0.6	B: -3	C: -0.2	D: 14
72. CCOc1ccc(NC(=O)CSc2n[nH]c(N)n2)cc1
  A: 0.0	B: 5	C: 1.1	D: 3
73. Cn1c2ccccc2c2nn(-c3ccccc3)c(=O)cc21
  A: 0.0	B: -3	C: -2.2	D: -3
74. O=c1[nH]c(-c2ccc(F)cc2)nc2ccccc12
  A: 0.1	B: -4	C: -0.5	D: 1
75. O=C1/C(=C/c2ccc(-c3cc(Cl)ccc3Cl)o2)C=C(c2ccccc2)N1c1ccc2ccccc2c1
  A: 0.3	B: -4	C: -2.2	D: 13
76. CC(=O)c1ccc(NC(=O)c2cc(-c3cccs3)on2)cc1
  A: -0.1	B: -8	C: -0.5	D: 0
77. Cn1c(=O)c2c(ncn2CC(=O)Nc2ccc(OCc3ccccc3)cc2)n(C)c1=O
  A: -0.5	B: 3	C: -0.9	D: 8
78. CCOC(=O)C1=NN(c2ccc(Br)cc2)C2C(=O)N(c3ccccc3Cl)C(=O)C12 (configuration not stated)
  A: -0.2	B: -4	C: 0.1	D: 1
